Assay outcomes: PubChem, several laboratories
MRP reversal: reversal of MRP1-mediated doxorubicin resistance, primary screen, H69AR cells, doxorubicin co-treatment | H69AR cells + 2 uM doxorubicin, CellTiter-Glo, 72 h | differential viability (reversal), % at 10 µM | 85,000 compounds, 0.04% hits | AID 602, 2007;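 active means viability drop by adding the cancer drug above about 55%, with treated viability meeting a 40% cutoff, limit read from the data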;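 further: viability without doxorubicin minus viability with 2 µM doxorubicin for each compound; larger differential means the compound sensitizes cells more to doxorubicin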
PLAP inhibitors HTS: PLAP enzyme inhibitors, biochemical, luminescence, HTS (AID 690); purified PLAP, luminescent substrate; higher % means a stronger effect; 96,000 compounds, 0.08% hits; one-dose inhibition, % at 20 µM; IC50 in µM for titrated hits; Alkaline phosphatase, placental type (Homo sapiens); in the data active means a potency from the dose series; inactive means the rest, 99 in 100 with inhibition below about 30%; further: strong numbers were not always called active
Bcl-B displacement: displacers of TR3 peptide from Bcl-B, primary screen, selectivity assay for Bfl-1 inhibitor project, biochemical, fluorescence polarization | FP displacement of FITC-TR3 peptide from Bcl-B; higher % means a stronger effect | displacement, % at 20 µM; hits with a dose series show IC50 in µM | 96,000 compounds, 0.11% hits | AID 748, 2007;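 active means displacement above 50% at 20 µM plus a fluorescence interference ratio under 1.5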;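 further: plate controls were wells without compound for no effect and wells lacking Bcl-B protein for full effect; a part of the inactive calls stands beside numbers as strong as those of hits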
IL1B NFkB pot: enhancers of NFkB p65 translocation in HUVEC – imaging, IL-1B stimulus, high-content imaging, primary screen; HUVEC IL-1B NFkB p65 nuclear translocation imaging; 94,000 compounds, 0.3% hits; activation, % at 2 µM;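 active means activation above 40%, about the mean plus 3 SD, also judged a hit on visual image review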;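 further: percent activation is computed from the nuclear over cytoplasmic p65 intensity ratio; values of inactives mirror those of a sister screen read the other way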
NFkB transloc inh: inhibitors of IL-1B driven NFkB p65 nuclear import, primary screen, imaging, HUVEC, IL-1B stimulus, high-content imaging; HUVEC IL-1B NFkB p65 nuclear translocation imaging; inhibition, % at 2 µM; 94,000 compounds, 0.43% hits;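 active means inhibition above about 30% together with a positive call from visual inspection of the well image, limit read from the data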;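 further: nuclear over cytoplasmic p65 intensity ratio measured by imaging; 0% = IL-1B stimulated DMSO wells and 100% = unstimulated DMSO wells; values of inactives mirror those of a sister screen read the other way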
MRP reversal cytotoxicity: recorded beside MRP reversal, whose call it bears; viability, %; H69AR cells, CellTiter-Glo, 72 h; measured here: cytotoxicity without doxorubicin
MRP reversal with doxorubicin: recorded beside MRP reversal, whose call it bears; viability, %; measured here: viability with 2 uM doxorubicin; stronger effect = lower value
NFkB transloc inh cell count 2 µM: also measured in NFkB transloc inh; calls as there; cell count; measured here: cells passing quality filter;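 raw number of nuclei counted in each imaged well without normalization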
IL1B NFkB pot cell count 2 µM: second read-out of IL1B NFkB pot, no call of its own (marks repeat the call); cell count; measured here: cells passing quality filter
Active calls of the source: *; / = no result given. The list is partial; the hit share may differ from the screen's.

SMILES	MRP reversal	MRP reversal cytotoxicity	MRP reversal with doxorubicin	PLAP inhibitors HTS	Bcl-B displacement	IL1B NFkB pot	IL1B NFkB pot cell count 2 µM	NFkB transloc inh	NFkB transloc inh cell count 2 µM
CCn1c(SCc2nc3cc(OC)c(OC)cc3c(=O)[nH]2)nnc1-c1ccncc1	11	87	76	-11%	-3%	-10	180	10	180
Cc1cccc(-n2c(N)cc(=O)nc2SCC(=O)Nc2ccccc2)c1	7	93	86	-37%	-3%	5	155	-5	155
Cc1c(N2C(=O)SC(CC(=O)O)C2=O)c(=O)n(-c2ccccc2)n1C (stereo not drawn)	-13	93	106	-22%	-4%	-12	107	12	107
N=C1N(/N=C/c2ccccc2)C(=Nc2ccccc2)C(=S)N1c1ccccc1	1	2	1	/	/	39	143	-39	143
O=C(Cn1c(-c2cscn2)nc2ccccc21)Nc1ccccc1F	9	88	79	-10%	0%	0	136	0	136
O=C(CSc1ccc2nnc(-c3ccccn3)n2n1)N1CCOCC1	22	107	85	16%	13%	17	58	-17	58
CC1=C(C(=O)Nc2ccccc2)C(c2ccc(N(C)C)cc2)NC(=O)N1 (stereo not drawn)	-7	92	100	-32%	-12%	-8	183	8	183
CN(C)c1ccc(/C=[N+](\[O-])C2SC(=S)N(C)C2(C)C)cc1 (stereo not drawn)	9	108	98	-7%	0%	-4	136	4	136
Cc1ccc(-c2cc(C(=O)NCc3ccccn3)no2)cc1	0	92	92	11%	-4%	-9	108	9	108
CC(=O)NC(Cc1ccccc1)C(=O)N1CCN(C(=O)c2ccco2)CC1 (stereo not drawn)	-2	93	95	-54%	-4%	7	174	-7	174

Some of the entries so far, with values under each structure:
Values run as follows: MRP reversal | MRP reversal cytotoxicity | MRP reversal with doxorubicin | PLAP inhibitors HTS | Bcl-B displacement | IL1B NFkB pot | IL1B NFkB pot cell count 2 µM | NFkB transloc inh | NFkB transloc inh cell count 2 µM
- N=C1N(/N=C/c2ccccc2)C(=Nc2ccccc2)C(=S)N1c1ccccc1
 : 1 | 2 | 1 | / | / | 39 | 143 | -39 | 143
- O=C(Cn1c(-c2cscn2)nc2ccccc21)Nc1ccccc1F
 : 9 | 88 | 79 | -10% | 0% | 0 | 136 | 0 | 136

(cont.)
SMILES	MRP reversal	MRP reversal cytotoxicity	MRP reversal with doxorubicin	PLAP inhibitors HTS	Bcl-B displacement	IL1B NFkB pot	IL1B NFkB pot cell count 2 µM	NFkB transloc inh	NFkB transloc inh cell count 2 µM
Cc1ccc(C)n1C(Cc1ccccc1)C(=O)O (stereo not drawn)	/	/	/	6%	/	-6	189	6	189
COc1cccc(N2CCN(CC(=O)C34CC5CC(CC(C5)C3)C4)CC2)c1	12	77	65	-39%	-2%	-1	154	1	154
CC(C)N(C(=O)CSc1nc2ccccc2n1Cc1ccccc1F)C(C)C	7	73	66	/	/	0	154	0	154
COC(=O)c1ccc(NC(=S)Nc2ccc3ccccc3c2)cc1	/	/	/	10%	-4%	-7	96	7	96
O=C1OCC(CO)(CO)N=C1NNc1ccccc1Cl	/	/	/	15%	-14%	1	212	-2	212
O=C(NCc1ccc2c(c1)OCO2)C1CCN(S(=O)(=O)c2cccc3nsnc23)CC1	-2	94	95	17%	-3%	-5	144	5	144
Cc1sc2nc(N)sc2c1C	2	88	86	13%	-3%	-15	198	15	198
COC(=O)CN(CCc1ccccc1)S(=O)(=O)c1ccc(OC)c(OC)c1	22	98	76	-80%	9%	-15	96	15	96
Cc1[nH]c2ccccc2c1/C=N/n1cnnc1	19	91	72	8%	-4%	-7	195	6	195
Cc1ccc(C(=O)Nc2cccc(Oc3ccccc3)c2)o1	22	111	88	44%	13%	10	74	-10	74
Cc1cccc(NC(=O)CS(=O)(=O)c2cn(C)c3ccccc23)c1C	-6	71	77	4%	-3%	/	/	/	/
COc1ccc(OC)c(NC(=O)c2cnc3ccccn3c2=O)c1	-1	95	96	/	/	14	156	-14	156
Cc1cccc2c(=O)c(C(=O)N3CCCCCC3)c[nH]c12	4	92	87	-3%	-11%	17	128	-17	128
CCOC(=O)C(C)S(=O)(=O)c1ccc(C(F)(F)F)cn1 (stereo not drawn)	/	/	/	-2%	0%	-12	135	12	135
O=C(COC(=O)C1CCN(S(=O)(=O)c2cccs2)CC1)c1ccc2c(c1)OCCO2	-6	91	97	17%	8%	11	105	-11	105
S=c1[nH]nc(COc2ccccc2)n1/N=C/c1ccc(Br)s1	/	/	/	2%	-1%	15	73	-15	73
O=C(NCc1ccccc1)C(c1ccc(F)cc1)N(Cc1ccco1)C(=O)c1ccccn1 (stereo not drawn)	10	81	71	-16%	-4%	5	134	-4	134
C=C1CC(C)OC(c2ccccc2OCC(O)CN2CCCCC2)C1 (stereo not drawn)	11	94	82	-45%	-4%	-6	64	6	64
COc1ccc(-n2c(SCC(=O)Nc3ccccc3)nnc2-c2ccoc2C)cc1	-7	58	66	/	/	-5	97	5	97
OCCN(CCO)c1ncnc2c1oc1ccc(Br)cc12	-6	50	56	-21%	-16%	1	159	-1	159
CC(C)OP(=O)(OC(C)C)C(NC(=O)c1cccc([N+](=O)[O-])c1)C(N)=O (stereo not drawn)	2	94	91	23%	18%	9	200	-9	200
CCCN1Cc2cccc(C(=O)Nc3ccc(S(=O)(=O)N4CCCCCC4)cc3)c2C1=O	/	/	/	12%	-10%	7	120	-7	120
O=C(Nc1ccccc1)c1cnc(-c2ccccc2)nc1-c1ccccc1	/	/	/	-2%	4%	13	140	-13	140
C/C(=N\Nc1ccc([N+](=O)[O-])cc1)c1cccc(N)c1	/	/	/	52µM*	-16%	-5	107	5	107
Cc1ccc(-c2ccc(CCC(=O)O)n2CC(=O)O)cc1	-3	95	98	-40%	47%	14	51	-14	51
COc1ccc(CNC(=O)c2cc3c(=O)n4ccccc4nc3n(CC3CCCO3)c2=N)cc1 (stereo not drawn)	9	78	68	-50%	1%	/	/	/	/
COc1ccccc1NC(=S)N1CCC(c2nc3cc(C)c(C)cc3[nH]2)CC1	/	/	/	-17%	-2%	-56	165	56*	165*
CCn1c(SCC(=O)Nc2nc3ccccc3s2)nc2c(c1=O)SC(C)C2 (stereo not drawn)	-4	74	78	-34%	0%	17	123	-17	123
Cc1c2c(n3c(nc4ccccc43)c1C#N)N(Cc1cccnc1)CC2	-6	69	75	/	/	6	151	-6	151
CC(=O)c1ccc(N(C(=O)Cc2c[nH]c3ccccc23)C(C(=O)NC2CCCCC2)c2cccs2)cc1 (stereo not drawn)	/	/	/	-22%	-58%	0	127	0	127
CCOc1ccc(OCCCCN(C)C)cc1	-2	92	94	10%	-10%	/	/	/	/
O=C(C1CC(c2cccc(Br)c2)=NO1)N1CCc2ccccc2C1 (stereo not drawn)	2	93	91	-11%	-4%	4	175	-4	175
O=C(CN(Cc1ccco1)C(=O)c1cc(=O)[nH]c2ccccc12)Nc1ccccc1C(F)(F)F	6	95	90	-17%	-2%	-4	122	4	122
Cc1cc(C)cc(OCC(=O)Nc2ccc(N3CCCC3)cc2)c1	12	96	85	-27%	17%	6	112	-6	112
CC(C)N(CCNC(=O)C1CCN(S(=O)(=O)N2CCOCC2)CC1)Cc1ccccc1	18	102	83	-29%	-8%	21	90	-19	90
Cc1c(C(=O)N2CCN(c3ccccc3)CC2)sc2ncnc(N3CCC(C)CC3)c12	/	/	/	-50%	6%	10	114	-10	114
Fc1ccccc1COc1ccccc1CNCc1ccncc1	/	/	/	-21%	2%	-5	141	5	141
CS(=O)(=O)Nc1ccc(-c2n[nH]c(=S)n2-c2ccccc2)cc1	-6	94	100	0%	-5%	-4	179	4	179
COc1ccc(NC(=O)c2ccc(COc3ccccc3)o2)cc1	3	99	96	-7%	-1%	16	165	-16	165
Cc1cccc(NC(=S)NNC(=O)c2nn(C)cc2Cl)c1	/	/	/	-74%	6%	/	/	/	/
O=C(Nc1sc2c(c1C(=O)O)CCC2)c1cccs1	-3	91	95	-19%	18%	8	154	-8	154
Cc1ccc(S(=O)(=O)NC(C)C(=O)Nc2ccc(C(N)=O)cc2)cc1 (stereo not drawn)	5	101	96	5%	-2%	-1	159	0	159
O=c1oc2ccccc2c2c1ncn2-c1ccccc1	/	/	/	10%	0%	25	132	-25	132
CC(=O)Nc1nc2ccc(NC(=O)c3ccco3)cc2s1	/	/	/	19%	6%	-7	154	7	154
COCCNC(=O)/C(C#N)=C/c1ccc(-c2ccc(OC)cc2[N+](=O)[O-])o1	/	/	/	7%	-4%	5	189	-5	189
CCCCCOC(=O)Nc1ccc(S(=O)(=O)Nn2cnnc2)cc1	8	92	84	-19%	7%	/	/	/	/
O=C1C2ON(c3ccccc3)C(c3cccnc3)C2C(=O)N1c1ccc(Cl)c(Cl)c1 (stereo not drawn)	-5	96	102	-30%	-9%	27	141	-27	141
CC(Sc1c[nH]c2ccccc12)C(=O)O (stereo not drawn)	4	97	93	-48%	-13%	-1	162	1	162
COc1ccc(CN(C(=O)CN2C(=O)COc3ccccc32)C2CCCC2)c(OC)c1	-28	43	71	-51%	10%	-8	131	8	131
Cc1c(C)[n+](=O)c(-c2ccc(F)cc2)c(C)n1[O-]	20	102	82	-13%	12%	26	113	-26	113
Remaining list, next part
SMILES	MRP reversal	MRP reversal cytotoxicity	MRP reversal with doxorubicin	PLAP inhibitors HTS	Bcl-B displacement	IL1B NFkB pot	IL1B NFkB pot cell count 2 µM	NFkB transloc inh	NFkB transloc inh cell count 2 µM
OC(COc1ccc2cc(Br)ccc2c1)CN1CCN(c2ccccn2)CC1 (stereo not drawn)	12	107	95	-54%	0%	8	124	-8	124
COc1ccccc1NC(=O)Cn1nnc(-c2ccccc2NC(=O)c2cccs2)n1	-2	30	32	-4%	-5%	0	93	0	93
N#C/C(=C\c1ccccc1)C(=O)NC(=O)Oc1ccccc1	13	94	81	11%	-9%	/	/	/	/
CCN(CC)CCCN1C(=O)C(O)=C(C(=O)c2cc3cccc(OC)c3o2)C1c1ccncc1 (stereo not drawn)	5	96	90	-30%	-3%	-4	155	4	155
Cc1ccc(C(=O)O)cc1S(=O)(=O)N1CCOCC1	-4	99	103	-20%	0%	4	124	-4	124
CCOc1cccc(C(=O)Nc2ccc3oc(Cc4ccc(Cl)cc4)nc3c2)c1	-37	24	61	-10%	1%	18	133	-18	133
CCOc1cc(C(=S)N2CCOCC2)ccc1O	-1	85	86	-5%	22%	2	120	-2	120

Molecules above containing an NH in an aromatic ring:
SMILES	MRP reversal	MRP reversal cytotoxicity	MRP reversal with doxorubicin	PLAP inhibitors HTS	Bcl-B displacement	IL1B NFkB pot	IL1B NFkB pot cell count 2 µM	NFkB transloc inh	NFkB transloc inh cell count 2 µM
CCn1c(SCc2nc3cc(OC)c(OC)cc3c(=O)[nH]2)nnc1-c1ccncc1	11	87	76	-11%	-3%	-10	180	10	180
Cc1[nH]c2ccccc2c1/C=N/n1cnnc1	19	91	72	8%	-4%	-7	195	6	195
Cc1cccc2c(=O)c(C(=O)N3CCCCCC3)c[nH]c12	4	92	87	-3%	-11%	17	128	-17	128
S=c1[nH]nc(COc2ccccc2)n1/N=C/c1ccc(Br)s1	/	/	/	2%	-1%	15	73	-15	73
COc1ccccc1NC(=S)N1CCC(c2nc3cc(C)c(C)cc3[nH]2)CC1	/	/	/	-17%	-2%	-56	165	56*	165*
CC(=O)c1ccc(N(C(=O)Cc2c[nH]c3ccccc23)C(C(=O)NC2CCCCC2)c2cccs2)cc1 (stereo not drawn)	/	/	/	-22%	-58%	0	127	0	127
O=C(CN(Cc1ccco1)C(=O)c1cc(=O)[nH]c2ccccc12)Nc1ccccc1C(F)(F)F	6	95	90	-17%	-2%	-4	122	4	122
CS(=O)(=O)Nc1ccc(-c2n[nH]c(=S)n2-c2ccccc2)cc1	-6	94	100	0%	-5%	-4	179	4	179
CC(Sc1c[nH]c2ccccc12)C(=O)O (stereo not drawn)	4	97	93	-48%	-13%	-1	162	1	162
